Source: PubChem BioAssay
DDE Tn6 FP inh: DD(E)-Tn6 binding inhibition, primary FP screen. inhibition, % at 8.3 µM. Fibrin DD(E) TRITC-Tn6 fluorescence polarization displacement. actives 0.21% (n = 370,000);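 active = inhibition above a per-campaign cutoff: mean of compounds within control limits plus 3 SD, cut at about 15% in these data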;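 note: 0% = median of all compound wells on the plate and 100% = blocking peptide control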
PLCg1 inh: inhibitors of human phospholipase C gamma1; inhibition, % at 12.2 µM; actives 0.84% (n = 370,000); purified PLC-gamma1, fluorogenic substrate, fluorescence; in the data active = inhibition above about 9.5%
MBD2 DNA inh: blocks human MBD2 binding to methylated DNA. Q9UBB5. TR-FRET, MBD2 binding to methylated oligonucleotide. inhibition, % at 4.4 µM. actives 0.31% (n = 370,000); in the data active = inhibition above about 13%
DDE Tn7 FP inh: DD(E)-Tn7 binding inhibition, primary FP screen. actives 0.13% (n = 370,000). FP displacement of FITC-Tn7 peptide from fibrin DD(E); 0% = median of compound wells per plate. inhibition, % at 8.3 µM;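 active = inhibition above the mean of compounds falling within the control limits plus 3 SD of them, cut at about 14% in these data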;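 note: 0% = plate median of compound wells and 100% = 10 µM Aha-Tn7 peptide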
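Assay system: Fibrin-DD(E) protein isolated from polymerized human fibrin clots; read-out basis: percent inhibition; medium: Tris/NaCl/CaCl2 buffer, pH 7.8; signal: FP measurement; incubation: 10 min plus 3 h, room temperature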
ADAM17 inh: ADAM17 inhibition, QFRET primary screen; actives 0.83% (n = 370,000); P78536; recombinant ADAM17, EDANS/DABCYL FRET peptide cleavage; inhibition, % at 6.95 µM; AID 720648;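 active = inhibition above the mean of compounds lying between control limits plus 3 SD, set per campaign, cut at about 8.5% in these data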;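 note: 0% = DMSO-only wells as the low control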
Target sequence (P78536 215-824 limits assumed): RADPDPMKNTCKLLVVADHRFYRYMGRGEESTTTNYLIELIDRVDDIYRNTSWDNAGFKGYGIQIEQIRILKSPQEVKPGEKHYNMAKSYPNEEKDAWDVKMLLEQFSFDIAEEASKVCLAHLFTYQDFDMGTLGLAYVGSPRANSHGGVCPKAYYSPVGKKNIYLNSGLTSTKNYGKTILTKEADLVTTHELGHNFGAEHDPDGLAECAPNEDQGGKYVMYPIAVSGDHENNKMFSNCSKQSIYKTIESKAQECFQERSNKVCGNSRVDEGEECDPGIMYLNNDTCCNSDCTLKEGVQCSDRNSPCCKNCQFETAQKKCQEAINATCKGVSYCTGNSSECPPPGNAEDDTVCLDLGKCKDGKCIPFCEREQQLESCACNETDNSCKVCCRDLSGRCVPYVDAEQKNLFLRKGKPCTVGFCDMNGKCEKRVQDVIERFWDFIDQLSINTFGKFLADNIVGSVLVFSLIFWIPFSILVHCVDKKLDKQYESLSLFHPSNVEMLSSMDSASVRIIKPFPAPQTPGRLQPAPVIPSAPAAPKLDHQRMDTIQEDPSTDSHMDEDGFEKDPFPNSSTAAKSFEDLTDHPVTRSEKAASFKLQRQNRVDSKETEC
ARFGAP1 inh: inhibits rat ARF GTPase activating protein 1. Q62848. Arfgap1-stimulated ARF1 GTP hydrolysis, GDP FP detection. inhibition, % at 16.5 µM. actives 0.26% (n = 360,000);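 active = inhibition above a per-plate limit, mean inhibition of low control wells plus 3 SD, cut at about 25% in these data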;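 note: 0% = DMSO wells with enzyme and 100% = wells lacking Arfgap1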
Target sequence (Q62848 1-136 limits assumed): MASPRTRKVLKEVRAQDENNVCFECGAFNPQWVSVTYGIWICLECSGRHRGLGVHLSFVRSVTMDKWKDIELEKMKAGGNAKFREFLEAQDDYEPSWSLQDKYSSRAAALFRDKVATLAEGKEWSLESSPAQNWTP
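Material: truncated rat Arfgap1 GAP domain; Incubation: compound-enzyme preincubation 20 min, reaction 120 min, detection 60 min, 25 °C; Read-out: percent inhibition of Arfgap1-stimulated GTP hydrolysis; Technique: FP, GDP Alexa 633 tracer displaced from anti-GDP antibody, 620/688 nm; Controls: No-Arfgap1 wells (100%) versus DMSO full-reaction wells (0%); Replication: single well per compound.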
ASAP1 inh: blocks human ASAP1-stimulated Arf1 GTP hydrolysis; GDP FP detection; Q9ULH1; actives 0.19% (n = 360,000); AID 624377; inhibition, % at 16.5 µM; in the data active = inhibition above about 25%;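 note: 0% = vehicle with enzyme and substrate and 100% = no enzyme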
KLK7 zymogen act: activates the human kallikrein-7 zymogen; purified proKLK7, EDANS-DABCYL substrate fluorescence; 100% is mature enzyme control, 0% vehicle; activation, % at 7 µM; actives 0.9% (n = 370,000); P49862;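 active = activation above the mean of all tested compounds plus 3 SD, computed per campaign excluding outliers beyond control limits, cut at about 13% in these data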
Target sequence (P49862 whole entry, looked up): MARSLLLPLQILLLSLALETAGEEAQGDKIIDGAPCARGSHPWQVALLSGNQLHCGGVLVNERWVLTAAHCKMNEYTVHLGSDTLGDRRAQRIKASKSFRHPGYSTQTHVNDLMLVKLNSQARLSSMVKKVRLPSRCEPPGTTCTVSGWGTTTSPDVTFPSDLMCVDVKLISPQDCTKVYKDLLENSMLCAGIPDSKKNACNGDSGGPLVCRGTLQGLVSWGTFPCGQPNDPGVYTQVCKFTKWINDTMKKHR
PLC-beta3 inh: blocks human PLC-beta3 enzyme activity; Purified PLC-beta3, fluorogenic substrate, fluorescence; inhibition, % at 12.2 µM; actives 0.18% (n = 370,000); AID 720704; Q01970; in the data active = inhibition above about 11%;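 note: 0% = median of compound wells on plate and 100% = full blocker control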
UHRF1 binding: UHRF1 methyl-DNA binding inhibition | UHRF1 binding to methylated oligo, TR-FRET | inhibition, % at 4.4 µM | actives 0.75% (n = 370,000); in the data active = inhibition above about 21%;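 note: UHRF1 SRA domain binding a hemimethylated CpG hairpin DNA probe; 0% = median of test compound wells and 100% = reference inhibitor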
Active calls of the source: *; . = no result given. Random draw from the library; about 4.1% have a hit in one of these screens.

molecule | PLCg1 inh | KLK7 zymogen act | ARFGAP1 inh | ASAP1 inh | DDE Tn6 FP inh | ADAM17 inh | PLC-beta3 inh | DDE Tn7 FP inh | UHRF1 binding | MBD2 DNA inh
CCCCNC(=S)N/N=C/c1ccc(OCC(=O)Nc2c(C)cc(C)cc2C)c(OC)c1 | 4 | -0.2 | 4 | 2 | -4 | -3 | -1 | 3 | -2 | 1
Cc1ccccc1NC(=O)Cn1c(=O)oc2ccccc21 | 0 | 0.3 | 7 | 4 | 6 | 1 | -3 | 4 | 2 | 4
CCOC(=O)C1=C(COC(=O)CCOc2ccc(OCC)cc2)NC(=O)NC1C (stereo not given) | -2 | -0.2 | -7 | 11 | 0 | 3 | -10 | -3 | 1 | -1
COc1cc(/C=C/C(=O)OCC(=O)NC(=O)NC(C)(C)C)ccc1O | -37 | 0.3 | 5 | 6 | 2 | -14 | -61 | -1 | -2 | -2
Cc1cc(C)n(-c2ccc(Cl)c(C(=O)OCC(=O)N3CCCCC3C)n2)n1 (stereo not given) | 3 | 0.3 | 6 | -3 | 2 | 0 | 4 | 1 | -1 | -1
CCCNC(=O)C(Cc1ccccc1)NS(=O)(=O)c1cccc2nsnc12 (stereo not given) | -10 | 0.4 | -10 | 4 | 11 | -6 | -11 | -2 | 5 | 0
CS(=O)(=O)N1CCCC(C(=O)Nc2ccccc2Cl)C1 (stereo not given) | 1 | -0.1 | -3 | 1 | -11 | 1 | -9 | -6 | -3 | 6
CC1CCN(C(C)C(=O)Nc2cc(S(=O)(=O)N3CCCCC3)ccc2Cl)CC1 (stereo not given) | 2 | -0.4 | 9 | -6 | 3 | 0 | -5 | -5 | -1 | -1
COc1ccccc1CC(NC(C)=O)C(=O)NC1CCN(C(=O)Nc2ccc(F)cc2)CC1 (stereo not given) | 11* | -0.8 | 11 | -1 | -2 | -4 | -9 | -6 | 7 | 1
O=C(Nc1nsc(-c2ccccc2)n1)c1cccs1 | -11 | 0.4 | 15 | 11 | 6 | -10 | -13 | -3 | -1 | 4
CCOC(=O)C1=C(C)NC(=O)NC1c1ccccc1Cl (stereo not given) | -1 | -0.7 | -13 | -2 | -3 | -2 | 2 | 3 | 2 | 4
C=CCSc1nnc(NC(=O)Cn2cnc3c2c(=O)n(C)c(=O)n3C)s1 | -2 | 0.0 | 12 | 0 | -2 | -7 | -4 | 6 | 2 | 2
Cc1cccc(N(CC(=O)NC2CCCC2)C(=O)CCC(=O)Nc2ccccn2)c1 | 2 | 0.4 | -19 | 22 | -3 | 1 | 7 | -3 | 0 | -4
Cc1nn(CC(C)C)c2sc(C(=O)NC3CC(C)(C)NC(C)(C)C3)cc12 | 4 | -0.2 | 21 | 5 | -2 | -2 | -11 | 1 | 3 | 2
Cc1ccccc1NS(=O)(=O)c1ccc(C(=O)N2CCC2)cc1 | 0 | -0.3 | 2 | 9 | -3 | -1 | -1 | -12 | -1 | -4
CC(C)CNC(=O)CC(=O)N/N=C/c1ccc(Br)cc1 | 6 | -0.4 | 7 | 1 | -1 | 2 | 1 | -2 | -3 | -3
[N-]=[N+]=NC[C@H](Cc1ccccc1)N1CC[C@@H](OCc2ccccc2)CCC1=O | -3 | -0.1 | 12 | -5 | -5 | -5 | 0 | 0 | 6 | 1
COc1ccc(N2CCN(c3ncnc4scc(-c5ccc(C)cc5)c34)CC2)cc1 | 0 | 0.9 | -7 | -4 | -2 | -4 | -3 | 0 | -2 | -6
C=CCNC(=O)NC[C@@]1(C(=O)OC)CC(=O)N(C)[C@@H]1c1ccccc1 | 0 | 0.1 | . | . | 8 | -2 | 3 | 9 | -1 | 2
CC(C)(C)NC(=O)C(C1CC1)n1c(-c2ccccc2)nc2ccccc21 (stereo not given) | 0 | 0.5 | -1 | 6 | 0 | -5 | -2 | -2 | 3 | 2

Structures from the list above with a tert-butyl group (2):
molecule | PLCg1 inh | KLK7 zymogen act | ARFGAP1 inh | ASAP1 inh | DDE Tn6 FP inh | ADAM17 inh | PLC-beta3 inh | DDE Tn7 FP inh | UHRF1 binding | MBD2 DNA inh
COc1cc(/C=C/C(=O)OCC(=O)NC(=O)NC(C)(C)C)ccc1O | -37 | 0.3 | 5 | 6 | 2 | -14 | -61 | -1 | -2 | -2
CC(C)(C)NC(=O)C(C1CC1)n1c(-c2ccccc2)nc2ccccc21 (stereo not given) | 0 | 0.5 | -1 | 6 | 0 | -5 | -2 | -2 | 3 | 2

(continued)
molecule | PLCg1 inh | KLK7 zymogen act | ARFGAP1 inh | ASAP1 inh | DDE Tn6 FP inh | ADAM17 inh | PLC-beta3 inh | DDE Tn7 FP inh | UHRF1 binding | MBD2 DNA inh
COc1ccc(N2C(=O)C3C(C2=O)C2C=CC3C23CC3)c(OC)c1 (stereo not given) | 0 | -0.6 | -8 | 12 | 1 | -3 | 1 | 0 | 0 | 3
CSc1cccc(CN2CCN(CCC(C)C)C(CCO)C2)c1 (stereo not given) | 4 | -0.3 | -3 | 23 | -11 | -7 | 4 | 5 | 4 | 7
FC(F)(F)c1ccccc1Cc1c(-c2cccc(Cl)c2)nc2ccc(Br)cn12 | -22 | -0.6 | 4 | 1 | 9 | -2 | -29 | -2 | 1 | 4
Cc1cccc(OCc2nnc(N)s2)c1 | 0 | -0.1 | 10 | -4 | 4 | 3 | -3 | -2 | 3 | 0
O=C(/C=C/c1ccc(F)cc1)N1CCN(Cc2ccccc2)CC1 | 0 | 0.1 | -1 | -17 | 1 | 0 | -3 | 1 | -1 | 0
CCCCn1c(-c2ccccc2)nnc1-c1ccccc1 | 1 | 0.5 | -15 | -6 | 2 | -2 | -1 | 3 | 1 | -4
COc1ccc(C2=[N+]([O-])C(C)(C)C(c3ccccc3)=N2)cc1 | 3 | 0.1 | -10 | -7 | -2 | -2 | 5 | 1 | 18 | 7
COc1ccc(CNc2ncnc3cc(OC)c(OC)cc23)cc1OC | 3 | -0.6 | 5 | 14 | -4 | 3 | -1 | -6 | 2 | 2
CCCCOC(=O)c1ccc(O)cc1 | 2 | 0.1 | -11 | 0 | 1 | -3 | 0 | 2 | -3 | -2
CC(C)(C)C(=O)COc1ccccc1[N+](=O)[O-] | 1 | 0.0 | 6 | 9 | -3 | 3 | 0 | -6 | 2 | -1
C/C(NCCc1ccccc1)=C1/CCOC1=O | -8 | -1.0 | 10 | -8 | -3 | -7 | -8 | -8 | 1 | 2
COc1ccccc1/C=C/C(=O)OCC(=O)NC1CCCCCC1 | -21 | -0.2 | 1 | 4 | 1 | -29 | -30 | 8 | -1 | 1
Cc1nc(Nc2ccccc2C)c2cnn(C)c2n1 | 5 | -0.2 | 6 | 3 | 3 | 3 | 13* | 2 | 2 | 4
CN(C)c1ccc(/C=N/NC(=O)CNC(=O)/C=C/c2ccccc2)cc1 | -13 | 1.2 | -6 | 7 | 0 | -28 | -23 | 3 | -2 | -3
O=C1c2c(-c3ccc(Br)cc3)noc2CCN1Cc1cn(-c2ccc(Cl)cc2)nn1 | -2 | 0.1 | -4 | 4 | -2 | 4 | 3 | 1 | -2 | 2
CCOC(=O)c1cnn(-c2cc(Oc3cccc(C)c3)ncn2)c1N | 4 | -0.3 | -2 | 5 | -11 | 0 | 3 | -4 | 2 | -1
Cc1ccc(C(=O)OCCOc2cccc(Cl)c2)cc1S(=O)(=O)N1CCOCC1 | 0 | 0.7 | -1 | 1 | -2 | 1 | -8 | 1 | 3 | 2
CC(=O)Nc1ccc(CN(C)c2c(C)nc3ccc(C(=O)NCCCN4CCCC4=O)cn23)cc1 | -3 | 0.6 | -8 | -7 | 4 | 0 | -3 | 2 | -1 | 0
COc1ccc(S(=O)(=O)N2CCOCC2)cc1NC(=O)CCOc1ccc(C(C)(C)C)cc1 | -4 | -0.5 | -5 | 0 | 4 | 3 | -1 | 15* | -3 | -4
COc1ccccc1NC(=S)N1CCC(NC(=O)NC23CC4CC(CC(C4)C2)C3)CC1 | -3 | 0.1 | 5 | 3 | 4 | -6 | 0 | 2 | -1 | -3
O=C(NC(=S)N1CCN(Cc2ccccc2)CC1)c1cccnc1 | 1 | -0.6 | -3 | -7 | -3 | -4 | 1 | 5 | 1 | -5
COc1ccccc1N(CC(=O)N1CCC(C(N)=O)CC1)S(=O)(=O)c1ccccc1 | 1 | 0.0 | -7 | -3 | -1 | -2 | -4 | -4 | -2 | 1
O=C(Cc1ccc([N+](=O)[O-])cc1)NCc1cccnc1 | -3 | -0.3 | -8 | 3 | 0 | -2 | -6 | 2 | 2 | 6
O=P(CCO)(c1ccccc1)c1ccccc1 | -186 | -4.4 | -1 | 7 | -5 | -43 | -223 | -3 | 3 | -4
C[C@@H]1CN([C@@H](C)CO)C(=O)CCCn2nncc2CO[C@H]1CN(C)C(=O)Nc1ccc2c(c1)OCO2 | 0 | 0.4 | -10 | 1 | 0 | 0 | 1 | -6 | -2 | -1
COc1ccc2cc(CN(Cc3ccco3)C(=S)NCC3CCCO3)c(=O)[nH]c2c1 (stereo not given) | -6 | -0.3 | -1 | 4 | -1 | -7 | -5 | -5 | 3 | 8
O=C(O)CCN1C(=O)c2ccccc2C1=O | 2 | 0.6 | -6 | 8 | 13 | 4 | 0 | 4 | 0 | 0
CC(C)C[C@@H](CC#N)N1CCN(Cc2ccccc2)CCC1=O | 1 | 0.2 | -2 | -11 | -3 | -5 | 1 | 0 | 11 | 2
Cc1ccc2nc(NS(C)(=O)=O)sc2c1 | 0 | 0.4 | 7 | 3 | -3 | -1 | 2 | 1 | -1 | -1
CCOC(=O)c1cnn(CCOC(=O)c2ccccc2F)c1NC(=O)c1ccccc1F | 0 | -0.1 | 5 | 7 | -1 | -2 | -1 | -4 | -1 | 5
Cc1[nH]c(=O)[nH]c(=O)c1/C=C/C(=O)O | -2 | -0.2 | -8 | -13 | -2 | -7 | -10 | 9 | 4 | 2
COc1ccccc1C(=O)COC(=O)C1CCN(S(=O)(=O)c2ccccc2)CC1 | 3 | -0.5 | -9 | -5 | 3 | -1 | 1 | 2 | 5 | 0
Cn1c(C(=O)NC2CC2)cc2c(=O)n(C)c3ccccc3c21 | -4 | -0.6 | 4 | -5 | 2 | -3 | -5 | 0 | 2 | -3
Cc1ccc(S(=O)(=O)N(C)C)cc1NC(=O)COC(=O)c1sc2cc(Cl)ccc2c1Cl | -1 | 0.5 | 7 | -7 | -2 | -4 | -9 | -1 | 0 | -6
C=CCn1c(C)cc(C(=O)CN2NS(=O)(=O)c3ccccc3C2=O)c1C | 2 | 0.1 | -10 | -5 | -6 | -1 | 4 | -1 | -1 | -2
Cc1ccc2c(c1)C1CS(=O)(=O)N(CCc3ccccc3)C(=O)N1C2 (stereo not given) | 8 | 0.8 | . | . | -3 | -3 | 2 | -3 | 3 | 2
O=C1NC(c2ccccc2Cl)=N/C1=C/c1ccco1 | -8 | 0.4 | 12 | -3 | 1 | -5 | -17 | 3 | -1 | -2
Cc1ccc(S(=O)(=O)N2CCC(=O)N(C(COCc3ccc(Cl)cc3Cl)Cc3ccccc3)CC2)cc1 (stereo not given) | 2 | 0.3 | 0 | 0 | 9 | -5 | 1 | 1 | 0 | -5
